Screening data deposited in PubChem by National Center for Advancing Translational Sciences (NCATS).
RECQ1 helicase: qHTS Assay for Inhibitors of RecQ-Like Dna Helicase 1 (RECQ1); ATP-dependent DNA helicase Q1 (Homo sapiens), P46063; RECQ1 DNA unwinding, red fluorescence kinetic read; Potency, µM (doses to about 57.3 µM), without a hit: at the top dose activity, negative = inhibition, hits mostly inhibitors; 240,000 tested, 0.54% active; AID 2549, 2010;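 further: plate controls were vehicle for no effect and no enzyme for full effect; nearly all actives have a fitted effect of over 30% in size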
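50 nM RECQ1T1 preincubated 15 min with compound in Tris pH 8.0 buffer with MgCl2, DTT, Tween-20 and 2.5 ug/ml poly(dI-dC); started with 200 nM TAMRA/BHQ-2 forked duplex and 2 mM ATP. Unwinding read as fluorescence (525/598 nm), two reads 2 h apart.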
Tau fibril FP: qHTS for Inhibitors of Tau Fibril Formation, Fluorescence Polarization; AID 1468, 2008; 280,000 tested, 0.39% active; K18 P301L tau heparin fibrillization, Alexa594 FP, 6 h; Potency, µM (top dose mostly 57.7 µM), for the others: at the top dose activity, negative = inhibition, hits mostly inhibitors; further: nearly all actives have a fitted effect of over 55% in size
Target sequence (P10636 561-689 P618L limits assumed): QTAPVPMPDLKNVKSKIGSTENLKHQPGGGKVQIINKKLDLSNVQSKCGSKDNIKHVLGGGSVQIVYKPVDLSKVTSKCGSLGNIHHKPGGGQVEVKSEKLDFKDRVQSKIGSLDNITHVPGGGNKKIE
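Human tau K18 […] P301L fragment, 15 uM unlabeled plus 0.24 uM Alexa 594-labeled tau (final), with compound and 20 uM heparin in 100 mM sodium acetate pH 7; 6 hr at 37 C, then Alexa 594 FP read.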
TexasRed fluor: Total Fluorescence Counterscreen for Inhibitors of the Interaction of Thyroid Hormone Receptor and Steroid Receptor Coregulator 2 | TRb/SRC2 Texas Red total fluorescence interference | Potency, µM (doses to about 106 µM), for the others: top-dose fluorescence change, negative = quenching | 280,000 tested, 0.29% active; active means well fitted curve in either direction with a large enough effect; inconclusive means small, poorly fitted or top-dose-only effect
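Human TRβ ligand-binding domain (0.6 uM) and Texas Red SRC2 peptide (20 nM) in Tris buffer with 1 uM T3 and 5% DMSO were incubated with pinned compound for 5 hr at ambient temperature. Total fluorescence was computed as S + 2P (555/632 nm).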
L3MBTL1 inh: qHTS Assay for the Inhibitors of L3MBTL1; Lethal(3)malignant brain tumor-like protein 1 (Homo sapiens), Q9Y468; AlphaScreen L3MBTL1–H3K9me1 peptide binding; Potency, µM (series often up to 57.1 µM), without a hit: at the top dose activity, negative = inhibition, actives largely listed as inhibitors; 230,000 tested, 0.66% active; AID 485360, 2010; further: nearly all actives have a fitted effect of over 60% in size
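First, the protein-peptide complex forms for 30 min at room temperature (L3MBTL1 50 nM, biotinylated H3K9me1 peptide 75 nM). Next, compounds are pin-transferred and incubated 30 min. Finally, AlphaScreen beads are added and read after 30 min.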
JMJD2E inh: qHTS Assay for Inhibitors of Human Jumonji Domain Containing 2E (JMJD2E); Lysine-specific demethylase 4E (Homo sapiens), B2RXH2; AID 2147, 2009; Potency, µM (doses to about 57.1 µM), inactives show at the top dose activity change, negative = inhibition, most hits filed as inhibitors; 230,000 tested, 1.6% active; JMJD2E catalytic domain, FDH-coupled NADH fluorescence (FDH is formaldehyde dehydrogenase); active means well fitted inhibition curve with a large enough effect, not every such curve was filed as active; inconclusive means small, poorly fitted or top-dose-only effect, or another doubt; inactive means no such curve, though single readings can be large or run the other way;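 further: 0% = wells with enzyme and -100% = buffer wells without enzyme; nearly all actives have a fitted effect of over 50% in size; many of its hits are not listed in these tables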
TRb SRC2 PPI: qHTS for Inhibitors of the Interaction of Thyroid Hormone Receptor and Steroid Receptor Coregulator 2; Thyroid hormone receptor beta (Homo sapiens), P10828; TRbeta-SRC2 peptide binding, fluorescence polarization; receptor liganded with 1 µM T3; Potency, µM (top dose mostly 106 µM), inactives show top-dose activity change, negative = inhibition, actives largely listed as inhibitors; 280,000 tested, 0.065% active;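 further: plate controls were bound peptide for no effect and peptide without receptor for full effect; nearly all actives have a fitted effect of over 50% in size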
Target sequence (P10828 whole entry, looked up): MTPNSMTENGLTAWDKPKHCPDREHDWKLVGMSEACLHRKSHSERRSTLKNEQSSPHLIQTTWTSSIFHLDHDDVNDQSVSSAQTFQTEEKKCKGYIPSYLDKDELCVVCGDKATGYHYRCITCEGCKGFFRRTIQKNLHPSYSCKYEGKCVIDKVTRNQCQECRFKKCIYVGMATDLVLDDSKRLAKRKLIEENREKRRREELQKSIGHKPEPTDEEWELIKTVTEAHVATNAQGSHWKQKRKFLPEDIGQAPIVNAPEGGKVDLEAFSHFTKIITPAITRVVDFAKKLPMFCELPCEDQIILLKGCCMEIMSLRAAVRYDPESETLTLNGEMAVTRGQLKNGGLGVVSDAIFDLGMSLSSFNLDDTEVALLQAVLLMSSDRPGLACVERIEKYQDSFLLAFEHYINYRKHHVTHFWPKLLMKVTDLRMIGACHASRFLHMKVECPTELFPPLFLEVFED
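Fluorescence polarization of 20 nM Texas Red SRC2 peptide with 0.6 uM human TRb ligand-binding domain, in Tris buffer with 1uM T3 and 5% DMSO. Incubated 5 hr ambient; normalized to unbound and bound controls.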
Tau fibril ThT: qHTS for Inhibitors of Tau Fibril Formation, Thioflavin T Binding; recombinant tau K18 P301L (four-repeat tau fragment), heparin-induced fibrillization, ThT fluorescence; Potency, µM (titrated, usually from 57.4 µM), without a hit: top-dose activity, negative = inhibition, hits mostly inhibitors; 270,000 tested, 2.1% active; further: nearly all actives have a fitted effect of over 55% in size
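Recombinant human tau K18 fragment […] carrying P301L, 15 uM unlabeled plus 0.24 uM Alexa 594-labeled, was fibrillized with 20 uM heparin in 100 mM sodium acetate pH 7 for 6 hr at 37 C; 30 uM ThT fluorescence read after 1 hr.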
GoLoco inh red: qHTS Assay for Inhibitors of RGS12 GoLoco Motif Activity (Red Fluorophore); Guanine nucleotide-binding protein G(i) subunit alpha-1 (Homo sapiens), P63096; Gai1:RGS12 GoLoco peptide FP, rhodamine, 10 min; Potency, µM (titrated, usually from 61.6 µM), inactives show top-dose activity, negative = inhibition, usual class: inhibitors; 230,000 tested, 0.44% active; AID 880, 2007; active means well fitted inhibition curve with a large enough effect, not every such curve was filed as active; inactive means no such curve, though single readings can be large or run the other way; further: nearly all actives have a fitted effect of over 30% in size; many of its hits are not listed in these tables
Target sequence (P63096 whole entry, looked up): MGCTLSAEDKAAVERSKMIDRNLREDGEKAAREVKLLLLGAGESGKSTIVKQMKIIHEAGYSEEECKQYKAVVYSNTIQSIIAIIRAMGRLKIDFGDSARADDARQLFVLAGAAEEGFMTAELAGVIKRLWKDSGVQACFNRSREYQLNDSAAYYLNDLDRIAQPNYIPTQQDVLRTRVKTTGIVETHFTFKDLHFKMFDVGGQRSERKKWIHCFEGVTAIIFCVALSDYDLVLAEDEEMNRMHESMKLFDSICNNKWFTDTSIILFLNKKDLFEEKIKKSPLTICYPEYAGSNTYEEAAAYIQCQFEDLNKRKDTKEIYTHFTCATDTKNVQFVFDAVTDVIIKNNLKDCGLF
* hit, by the source's call; i = inactive; ? = inconclusive; . = not tested or not shown; & = joins results of further samples; [ ] = another dose, or the depositor's remark. Unless noted, the call rests on the fitted dose curve; in most records, active means well fitted curve in the direction sought with a large enough effect; inconclusive means small, poorly fitted or top-dose-only effect, or another doubt; inactive means no such curve, though single readings can be large; an effect the other way counts as inactive or inconclusive. Unless noted, on the % scale 0 is the no-effect control and ±100 the full control effect; potency means the concentration at half of the fitted maximal effect.

SMILES	RECQ1 helicase	Tau fibril FP	TexasRed fluor	L3MBTL1 inh	JMJD2E inh	TRb SRC2 PPI	Tau fibril ThT	GoLoco inh red
Cc1ccc(C)c(OCc2ccc(C(=O)N3N=C(C(F)F)CC3(O)C(F)F)o2)c1 (stereo unspecified)	-1.9%	13.2%	-7.4%	3.2%	?	2.7%	?	2.5%
Cc1cccc(-c2ccc(-c3cc(=O)oc4cc(C)cc(C)c34)cc2)c1	-0.8%[81.1 µM]	-8.8%[81.3 µM]	-1.2%	.	.	2.4%	?	-2.9%[88.7 µM]
COCCNC(=O)[C@H](C)/C=C(\c1cccnc1)C(NC(=O)OCc1ccccc1)c1ccc(C(=O)OC)cc1 (stereo partly specified)	-6.3%	2.1%	-9.9%	.	-1.2%	1.8%	-0.8%	1.6%
CC(C(=O)N1CCCC1)N1CCN(c2ccccc2O)CC1 (stereo unspecified)	-3.9%	2.9%	0.2%	2.3%	5.0%	-0.6%	-5.5%	2.2%
CCOc1ccc(NC(=O)CN(C)CC(=O)Nc2ccc(F)c(F)c2F)cc1OCC	2.0%	6.3%	0.1%	6.8%	-2.1%	-5.2%	-5.7%	3.9%
COc1ccc(CNC(=O)c2cc3c(=O)[nH]c4ccccc4c3n2C)c(OC)c1	.	0.0%	0.7%	.	.	-5.9%	?	.
Cc1cccc(CS(=O)(=O)c2ncc(Cl)c(C(=O)NCc3ccccc3)n2)c1	.	3.5%	0.7%	.	.	0.0%	5.1%	.
O=c1c2ccccc2nnn1COc1ccc(Cl)cc1Br	i	?	-2.1%	1.6%	-9.3%	1.3%	8.5%	-8.9%
CC(C)=CCN1CCN(Cc2ccoc2)CC1CCO (stereo unspecified)	0.4%	-2.8%	-0.9%	0.5%	1.6%	-1.4%	5.5%	5.5%
COc1ccc(C(=O)NC2=NCCS2)cc1S(=O)(=O)N1CCCCC1C (stereo unspecified)	i	-2.9%	0.4%	-19.4%	-4.9%	-14.3%	-14.8%	6.4%
COC(=O)c1ccc(-n2c(C)cc(C(=O)CCl)c2C)cc1	-4.4%	?	0.3%	.	3.1%	0.2%	?	6.7%
O=C(CSc1nccc(=O)[nH]1)NCc1ccc(Cl)cc1	-2.3%	?	-4.0%	.	-4.7%	-0.5%	-2.2%	-5.4%
CN1C(=S)SC2CS(=O)(=O)CC21 (stereo unspecified)	13.8%	-0.5%	0.0%	.	-1.0%	-3.4%	.	3.3%
COc1ccc(NCC(=O)Nc2cc(S(=O)(=O)N3CCOCC3)ccc2N2CCOCC2)c(OC)c1	-2.5%	-3.9%	-1.2%	-8.9%	-29.4%	-2.2%	-1.0%	-4.0%
O=C1CN(C(=O)CNC(=O)c2ccccc2Cl)c2ccccc2N1	i	-1.9%	-0.7%	.	2.3%	-7.7%	-4.4%	1.4%
COc1cc(C2C=C(c3cccs3)Nc3ncnn32)cc(OC)c1OC (stereo unspecified)	i	-5.2%	-5.6%	-0.2%	?	-4.3%	?	-6.6%
COc1ccc(CN(C(=O)c2cccs2)c2ccccc2C(=O)O)cc1	i	0.3%	0.9%	2.8%	-6.3%	6.1%	-7.6%	1.7%
CCOC(=O)C(C)Oc1ccc(=O)n(-c2ccccc2)n1 (stereo unspecified)	i	-0.6%	2.1%	.	-2.4%	0.3%	-2.8%	6.3%
CCOC(=O)C1=C(CNCc2ccccc2Cl)NC(=O)NC1c1cccc([N+](=O)[O-])c1 (stereo unspecified)	-3.7%	4.3%	-2.9%	-6.9%	?	-2.6%	-5.1%	5.1%
COc1ccc(C[C@@H]2CN3C(=NC[C@@H]3C)N2C[C@H](C)NC(=O)CCC2CCCCC2)cc1	-8.3%	9.7%	0.5%	-0.4%	7.4%	0.3%	-15.7%	4.8%
Cn1c(=O)c(/C(N)=N/OC(=O)c2ccccc2)cn(-c2ccccc2)c1=O	-7.0%	-0.2%	-7.0%	-4.0%	-18.6%	-4.2%	?	7.6%
COC(=O)c1nn(-c2ccc(OC)cc2)c(=O)cc1Oc1ccccc1	-1.8%	-6.9%	-0.4%	2.1%	11.3%	-5.8%	0.3%	-0.4%
O=C(Nc1nnc(-c2ccccc2)s1)c1cc(S(=O)(=O)N2CCOCC2)c(Cl)cc1Cl	-18.2%	-7.5%	-8.4%	.	1.9%	-2.0%	-8.8%	-6.3%
Cc1cc(NC(=O)CSc2ccc3nnc(-c4cccc(F)c4)n3n2)no1	-1.4%	7.5%	-0.9%	-4.1%	?	-3.8%	-6.9%	3.4%
CN1CCC(=O)N(CCSc2ccc(Br)cc2)CC1	-4.5%	-5.8%	-2.4%&-1.2%	.	2.3%	4.2%&-8.3%	-2.3%	1.0%

In the list so far, two contain a thiophene ring, fused or not.
SMILES	RECQ1 helicase	Tau fibril FP	TexasRed fluor	L3MBTL1 inh	JMJD2E inh	TRb SRC2 PPI	Tau fibril ThT	GoLoco inh red
COc1cc(C2C=C(c3cccs3)Nc3ncnn32)cc(OC)c1OC (stereo unspecified)	i	-5.2%	-5.6%	-0.2%	?	-4.3%	?	-6.6%
COc1ccc(CN(C(=O)c2cccs2)c2ccccc2C(=O)O)cc1	i	0.3%	0.9%	2.8%	-6.3%	6.1%	-7.6%	1.7%

Part of the list above, reformatted.
O=c1c2ccccc2nnn1COc1ccc(Cl)cc1Br
  RECQ1 helicase = i
  Tau fibril FP = ?
  TexasRed fluor = -2.1%
  L3MBTL1 inh = 1.6%
  JMJD2E inh = -9.3%
  TRb SRC2 PPI = 1.3%
  Tau fibril ThT = 8.5%
  GoLoco inh red = -8.9%

CC(C)=CCN1CCN(Cc2ccoc2)CC1CCO (stereo unspecified)
  RECQ1 helicase = 0.4%
  Tau fibril FP = -2.8%
  TexasRed fluor = -0.9%
  L3MBTL1 inh = 0.5%
  JMJD2E inh = 1.6%
  TRb SRC2 PPI = -1.4%
  Tau fibril ThT = 5.5%
  GoLoco inh red = 5.5%

Further structures follow.
SMILES	RECQ1 helicase	Tau fibril FP	TexasRed fluor	L3MBTL1 inh	JMJD2E inh	TRb SRC2 PPI	Tau fibril ThT	GoLoco inh red
O=C(Nc1cccc(NS(=O)(=O)c2ccc(S(=O)(=O)NC3CC3)cc2)c1)c1ccccn1	-2.5%	1.2%	-3.6%	0.0%	-8.2%	-6.5%	10.4%	6.3%
COCCNCCCOc1ccc(Cl)cc1Br	-4.9%	4.6%	0.4%	7.4%	?	-3.4%	8.5%	-2.7%
CCn1nnnc1SCC(=O)c1ccc(NC(C)=O)cc1	i	-1.4%	2.6%	-3.7%	1.7%	-8.9%	-6.2%	-10.5%
Cc1c(NC(=S)NC(=O)C(c2ccccc2)c2ccccc2)cccc1C(=O)O	-0.6%	-6.2%	-3.4%	-0.3%	-4.4%	0.5%	-2.7%	-2.9%
Cc1ccc2c(c1)-c1nc3ccccc3cc1C2=NC1CCCCC1	-8.2%	-4.1%	-11.1%	2.1%	-14.6%	2.9%	?	6.3%
COc1ccc(CCNC(=O)CCn2cccc2)cc1OC	-8.2%	-1.8%	-1.9%	-2.8%	-3.1%	-6.7%	-11.3%	-4.0%
CC(NC(=O)CSC(=S)N(C)C)C12CC3CC(CC(C3)C1)C2 (stereo unspecified)	-6.4%	-11.0%	-7.4%	-2.8%	-3.4%	-6.4%	-12.4%	.
O=S1(=O)CCC(N=Nc2c(O)n(Cc3ccccc3)c3ccccc23)C1 (stereo unspecified)	-7.6%	4.1%	-0.6%	-21.1%	-0.6%	-6.0%	-13.2%	6.5%
COc1ccc(S(=O)(=O)Nc2ccccc2C(=O)NCc2ccco2)cc1	0.4%	-1.3%	-1.3%	-8.2%	?	7.9%	-6.3%	2.8%
O=c1cc(Nc2ccc3c(c2)OCO3)[nH]c(=O)n1-c1ccc(Br)cc1	-7.8%	5.5%	0.7%	-21.3%	-1.7%	-1.5%	?	7.6%
OCC(C#CCN1CCCCC1)NCc1ccccc1 (stereo unspecified)	2.2%	1.1%	0.9%	-1.4%	0.4%	10.9%	2.6%	-5.6%
CC(=O)OC(C(=O)NC1CCCCC1)c1ccccc1Cl (stereo unspecified)	2.4%	1.6%	-0.7%	-12.3%	-6.1%	2.2%	-10.9%	-1.1%
COc1ccc2[nH]c(C(=O)O)c(NS(=O)(=O)c3ccc(Cl)s3)c2c1	-4.4%	13.6%	-3.3%	0.4%	-5.0%	-10.0%	-18.1%	3.7%
Cc1[nH]c2ccc(F)cc2c(=O)c1SC(F)(F)C(F)C(F)(F)F (stereo unspecified)	-6.0%	-11.2%	-0.6%	.	?	-12.9%	-6.0%	22.1%
CCc1ccc(NC(=O)Nc2c(C)n(C)n(-c3ccccc3)c2=O)cc1	-10.5%	2.0%	-4.9%	-3.6%	-0.9%	8.0%	0.6%	1.7%
Cc1c(C)c2cc3c(c(C)c2oc1=O)OCN(CCc1ccc(F)cc1)C3	.	-2.5%	-20.7%	.	.	6.5%	-2.2%	.
CC(C)OC(=O)C1C2C=CC3(CN(CC4CCCO4)C(=O)C13)O2 (stereo unspecified)	-5.8%&1.7%	1.7%&-5.1%	1.3%&2.2%	7.5%	4.0%&7.4%	-4.5%&-4.2%	2.8%&-12.5%	1.2%&7.0%
Cc1cccc(-c2nnc(SCC(=O)N3CCCCC3)o2)c1	.	-2.4%	-0.2%	.	.	5.3%	?	.
CC(C)C[C@H](NC(=O)c1nc[nH]c1C(=O)N1CCN(c2ccccc2)CC1)C(=O)OC(C)(C)C	-12.4%	4.3%	-2.0%	.	-5.2%	-6.3%	-0.6%	0.9%

Not all compounds are listed; count on the stated rates, not on these rows.
